tuberculosis growth: growth inhibition of non-replicating M. tuberculosis (AID 488890); 320,000 compounds, 0.39% hits; Mycobacterium tuberculosis non-replicating, growth inhibition; higher % means a stronger effect; inhibition, % at 25 µM; hits with a dose series show IC50 in µM; in the data active = a potency from the dose series; inconclusive = inhibition mostly from about 82% at the one dose, without a potency; inactive = the rest, 99 in 100 with inhibition below about 76%;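 also: plate controls were DMSO cells for no effect and high antibiotic wells for full effect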
M. tuberculosis HTS: M. tuberculosis growth inhibition, HTS (AID 449762) | M. tuberculosis H37Rv growth inhibition, 7H9 media; higher % means a stronger effect | one-dose inhibition, % at 25 µM; IC50 in µM for titrated hits | 330,000 compounds, 0.59% hits; in the data active = a potency from the dose series; inconclusive = inhibition above about 70% without an active follow-up result;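 also: bacterial growth assessed after seven days of incubation; strong numbers were not always called active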
influenza NS1A: H1N1 influenza NS1A inhibitors, functional cell based assay (AID 504329); NS1A functional cell-based assay, percent inhibition; higher % means a stronger effect; inhibition, % at 12.5 µM; hits with a dose series show IC50 in µM; 340,000 compounds, 0.3% hits; in the data active = a potency from the dose series; inconclusive = inhibition above about 27% without an active follow-up result; also: strong numbers were not always called active
inhibitors of VEEV: inhibitors of VEEV TC-83 cytopathic effect, confirmation, Vero cells (AID 588727). Vero cells, VEEV TC-83 cytopathic effect inhibition; higher % means a stronger effect. one-dose inhibition, % at 20 µM; IC50 in µM for titrated hits. 350,000 compounds, 0.13% hits; in the data active = a potency from the dose series; inconclusive = inhibition mostly from about 14% at the one dose, without a potency; inactive = the rest, 99 in 100 with inhibition below about 12%; also: strong numbers were not always called active
Salmonella PhoP GFP: Inhibition of PhoP regulon, Salmonella typhi GFP reporter cells, confirmation, 4 h (AID 1850). Salmonella Typhi PhoP-promoter GFP reporter, fluorescence, 4 h; higher % means a stronger effect. inhibition, % at 50 µM; hits with a dose series show IC50 in µM. 310,000 compounds, 0.33% hits; in the data active = a potency from the dose series; inconclusive = inhibition mostly from about 25% at the one dose, without a potency; inactive = the rest, 99 in 100 with inhibition below about 19%;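 also: 0% = induced wells with vehicle and 100% = uninduced wells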
inhibitors of VEEV 10K pilot screen: further read-out of inhibitors of VEEV, marked with its call; inhibition, %; measured here: 10K pilot screen inhibition
Numbers without * were called inactive; i = inactive; u = inconclusive; x = not tested or not shown. Outcome played no part in choosing rows (roughly 1.5% active in at least one column).

SMILES	tuberculosis growth	M. tuberculosis HTS	influenza NS1A	inhibitors of VEEV	Salmonella PhoP GFP	others
O=C(CC(c1ccccc1)c1cc(Cl)ccc1O)NCCCN1CCOCC1 (stereo not drawn)	54%	-1%	18%	u	2%
O=C(Nc1ccc(S(=O)(=O)Nc2ccccc2)cc1)c1ccc(CN2CCOCC2)cc1	12%	6%	-7%	4.2%	3%
Cc1cc(C)c(S(=O)(=O)N2CCN(C(=O)c3cc(=O)[nH]c4ccccc34)CC2)c(C)c1	x	4%	2%	7.1%	x
CCC(C(=O)NCCC(C)C)N(Cc1ccccc1Cl)C(=O)c1snc(C(N)=O)c1N (stereo not drawn)	30%	3%	-4%	6.5%	-4%
NC(N)=NC1=NC(=O)C(Cc2ccccc2)S1 (stereo not drawn)	2%	-5%	-2%	0.5%	-10%
O=C(Nc1ccc(Cl)cc1)C1c2cccc[n+]2CC(=O)N1Cc1ccc2c(c1)OCO2 (stereo not drawn)	63%	4%	9%	i	-4%
O=C(CC12CC3CC(CC(C3)C1)C2)NCc1ccncc1	9%	-14%	2%	3.0%	-5%
O=C1/C(=C/c2ccc(O)cc2)SC(=S)N1Cc1cccnc1	3%	23%	1%	0.3%	-3%
COC(=O)C1CSC(C(=O)OC)N1C(=O)Nc1ccccc1 (stereo not drawn)	-11%	-1%	-2%	0.1%	9%
N#Cc1ccccc1OCC(=O)Nc1cccc(S(=O)(=O)N2CCCC2)c1	47%	-4%	-4%	0.2%	x
CC(Sc1ccc(Cl)cc1)C(=O)NCc1cccnc1 (stereo not drawn)	11%	2%	1%	i	2%
O=C(/C=C/c1cn(-c2ccccc2)nc1-c1ccc2c(c1)OCCO2)NCCCN1CCOCC1	12%	0%	11%	6.9%	21%
COc1ccccc1OCCCn1cc(C#N)c2ccccc21	15%	9%	-1%	11%	7%
O=C(COc1ccc2ccc(=O)oc2c1)N1CCN(C(=O)C2COc3ccccc3O2)CC1 (stereo not drawn)	22%	-1%	3%	1.8%	-11%
O=C(O)CCCNC(=O)c1cccc(C(=O)NCCCC(=O)O)n1	-10%	-2%	0%	0.1%	-4%
CN(C(=O)COC(=O)c1cc(S(=O)(=O)N2CCOCC2)c(Cl)cc1Cl)C1CCS(=O)(=O)C1 (stereo not drawn)	-3%	-3%	-2%	0.5%	-4%
O=C(CSc1nnc(CNC(=O)C23CC4CC(CC(C4)C2)C3)n1-c1ccccc1)Nc1ccc(F)cc1	26%	u	6%	0.6%	-2%
O=C(COC(=O)Cc1ccsc1)NNC(=O)c1ccccc1	12%	-4%	-3%	0.0%	x
O=C(Nc1cc(Cl)c(Cl)cc1Cl)c1cccnc1	34%	19%	-5%	1.2%	-4%
COc1ccc(NC(=O)/C=N/O)cc1	-6%	7%	0%	0.7%	2%
Cc1ccc(CNC(=O)CN2CCN(c3ccc(F)cc3)CC2)cc1	33%	4%	-3%	i	-2%
Cc1ccc(C(=O)O/N=C(\N)c2ccccn2)c(Cl)c1	68%	29%	-19%	3.6%	5%
CCCCOc1ccc(C(C)(O)CCN2CCOCC2)cc1 (stereo not drawn)	-4%	-9%	-15%	0.4%	8%
CCC(C)[C@H]1CN=C(N)N1CCc1cc(C(F)(F)F)cc(C(F)(F)F)c1 (stereo partly drawn)	u	u	12%	0.5%	8%
Cc1cc(-c2ccccc2)nc(N/N=C/c2ccc(N(C)C)cc2)n1	65%	u	26%	3.9%	-1%
Cc1ccccc1CNC(=O)C(=O)NCCC1CCCCN1S(=O)(=O)c1ccccc1 (stereo not drawn)	10%	-1%	7%	1.3%	10%
CC1CCN(C(=O)Cn2c(=O)n(CCCC(=O)NCc3ccco3)c(=O)c3sccc32)CC1	-10%	-13%	-4%	0.7%	-9%
Cc1ccc(-n2nnnc2SCC(=O)N2CC(=O)Nc3ccccc32)cc1	14%	-1%	0%	8.4%	-9%
O=C(c1ccccc1)C1N=NCC1c1ccc(Cl)cc1 (stereo not drawn)	x	x	2%	2.6%	x
O=C(Nc1nc(-c2ccc([N+](=O)[O-])cc2)cs1)c1c(F)cccc1F	-6%	-5%	-8%	i	-2%
CC1(NC(=O)c2ccccc2)CCN(CCc2cccs2)C1=O (stereo not drawn)	-5%	-2%	1%	0.0%	x
O=C(CC(C(=O)O)c1c[nH]c2ccccc12)c1ccccc1 (stereo not drawn)	4%	4%	-3%	1.2%	-6%
CCC1(CC)NC(=O)N(CC(=O)OCC(=O)c2cc(C)c(C)cc2C)C1=O	x	x	-6%	0.8%	x
CCCCn1c(N)c(N(CCOC)C(=O)CSc2nnc(-c3ccco3)n2CC)c(=O)[nH]c1=O	-10%	2%	-10%	1.1%	x
COc1ccc(C2(C)NC(=O)N(CC(=O)N3CCc4ccccc43)C2=O)cc1OC (stereo not drawn)	-7%	9%	-18%	0.7%	x
COc1cc2[nH]c(=S)nc(NCCc3ccc(C)cc3)c2cc1OC	x	x	-5%	0.4%	x
Cc1ccc(NC(=S)NCCSc2ccc(Cl)cc2)c(C)c1	u	10%	1%	0.8%	2%
CS(=O)(=O)c1ccc(C(=O)OCC(=O)NC(=O)C2COc3ccccc3O2)cc1[N+](=O)[O-] (stereo not drawn)	2%	-2%	-9%	1.3%	x
N#CC1=C(N)OC2=C(CN(Cc3ccccc3)C/C2=C\c2cccnc2)C1c1cccnc1 (stereo not drawn)	43%	-3%	-17%	i	-4%
CCOC(=O)c1cnc2ccc(Cl)cc2c1N1CCN(C)CC1	14%	8%	-1%	0.1%	17%

7 structures out of the list, arranged by length of the SMILES, highest first.
SMILES	tuberculosis growth	M. tuberculosis HTS	influenza NS1A	inhibitors of VEEV	Salmonella PhoP GFP	others
O=C(CSc1nnc(CNC(=O)C23CC4CC(CC(C4)C2)C3)n1-c1ccccc1)Nc1ccc(F)cc1	26%	u	6%	0.6%	-2%
Cc1cc(C)c(S(=O)(=O)N2CCN(C(=O)c3cc(=O)[nH]c4ccccc34)CC2)c(C)c1	x	4%	2%	7.1%	x
N#CC1=C(N)OC2=C(CN(Cc3ccccc3)C/C2=C\c2cccnc2)C1c1cccnc1 (stereo not drawn)	43%	-3%	-17%	i	-4%
O=C(O)CCCNC(=O)c1cccc(C(=O)NCCCC(=O)O)n1	-10%	-2%	0%	0.1%	-4%
O=C1/C(=C/c2ccc(O)cc2)SC(=S)N1Cc1cccnc1	3%	23%	1%	0.3%	-3%
CCOC(=O)c1cnc2ccc(Cl)cc2c1N1CCN(C)CC1	14%	8%	-1%	0.1%	17%
Cc1ccc(NC(=S)NCCSc2ccc(Cl)cc2)c(C)c1	u	10%	1%	0.8%	2%

Carrying on:
SMILES	tuberculosis growth	M. tuberculosis HTS	influenza NS1A	inhibitors of VEEV	Salmonella PhoP GFP	others
O=C1Nc2ccc(Br)cc2/C1=N/N=C/C1=C(N2CCOCC2)C(=C\c2ccccc2)/CC1	43%	u	9%	0.2%	2%
Cc1cc(F)c(F)c(C(=O)N2CCC(C)CC2)c1Cl	14%	13%	-6%	1.6%	4%
Cc1nc(CN(C)C(=O)C2CCC(=O)N(CCc3cccc(F)c3)C2)cs1 (stereo not drawn)	5%	-11%	-7%	1.4%	-6%
O=C(CNC(=O)c1cccc(OC(F)F)c1)Nc1ccc(Cl)cc1	27%	1%	-4%	0.4%	8%
O=C1CC(=O)N(Cc2cccs2)C(=O)N1	-7%	-2%	6%	0.2%	7%
COc1ccc(CNc2ncnc3cc(OC)c(OC)cc23)cc1	12%	-7%	0%	7.6%	1%
CC(=O)C1=C(O)C(=O)N(CCc2c[nH]c3ccccc23)C1c1ccccc1 (stereo not drawn)	19%	-9%	-3%	0.1%	-4%
CCOC(=O)Cc1[nH]nc2c1C(Cc1ccccc1)C(C#N)=C(N)O2 (stereo not drawn)	2%	-7%	-23%	0.5%	0%
CCOC(=O)c1cc[nH]c1CC(=O)NC	-9%	-7%	0%	i	-2%
CCOc1ccc(CN(C(=O)c2ccccn2)c2ccc(OC)c(Cl)c2)cc1	33%	5%	4%	5.3%	0%
Cc1csc(C(=O)O)c1NC(=O)c1c(Cl)cccc1Cl	11%	6%	-10%	0.5%	-8%
COc1cc(C(=O)NC2CC3CCCC(C2)N3C2CC2)cc(OC)c1OC (stereo not drawn)	-7%	2%	-1%	1.0%	-7%
Cc1cc(C)n(-c2cccc(CN3CCC(CO)(Cc4ccccc4)CC3)c2)n1	20%	1%	-1%	i	4%
COc1cccc(-c2nc(CS(=O)(=O)CC(=O)Nc3cc(F)ccc3F)c(C)o2)c1	0%	2%	1%	0.1%	-15%
O=C(NCCC(=O)N1CCCCCCC1)c1ccc(Br)cc1	19%	-13%	-10%	3.9%	x
CCN(CC)C(=O)c1ccc(-c2nnc(OC)c3ccccc23)cc1	3%	5%	-4%	i	8%
CN(C(=O)COC(=O)c1ccc(Cl)nc1)c1c(N)n(Cc2ccccc2)c(=O)[nH]c1=O	-3%	-9%	-14%	2.4%	x
COc1ccc(-c2ccc3oc(-c4ccsc4)c(-c4ccc(Br)nc4)c3c2)cc1	38%	4%	x	x	x
CCC(=NCCc1ccc(OC)c(OC)c1)C1=C(O)CC(C)(C)CC1=O	1%	4%	0%	0.2%	-6%
COc1ccc(-c2csc(NC(=O)c3cccc(N4C(=O)CCC4=O)c3)n2)cc1C	-22%	-6%	-5%	3.9%	-12%
COC(=O)CSc1nc2c(cnn2-c2ccc(Cl)cc2)c(=O)[nH]1	5%	4%	-16%	1.0%	-2%
CCC(CO)Oc1cc(NCc2ccc(C)cc2)c2ncn(C(C)C)c2c1 (stereo not drawn)	48%	-5%	10%	0.3%	x	inhibitors of VEEV 10K pilot screen=2.5
CCCCN1CCc2c(c3ccccc3n2Cc2ccccc2)C1	35%	11%	26%	i	4%
Cc1sc(NC(=O)c2cccs2)c(C(N)=O)c1C	37%	-6%	-14%	1.3%	0%
NC(=O)N/N=C/c1ccc(-c2cccc(C(F)(F)F)c2)o1	16%	11%	-3%	0.2%	-5%
CCN(CC(=O)NCc1ccc(Cl)cc1)CC(=O)Nc1ccc(C(N)=O)cc1	38%	2%	-3%	i	-6%
COc1ccccc1CNC(=O)c1cccc(-c2ccc(C)c3ccccc23)n1	3%	2%	x	x	-2%
O=C(c1cc(-c2ccco2)on1)N1CCN(c2ccccc2)CC1	43%	3%	-6%	9.2%	3%
COc1ccc(CCc2nnc(CCC(=O)NCc3ccc4ncccc4c3)o2)cc1	5%	-6%	0%	0.4%	3%
Cc1ccc2oc(-c3ccc(C)c(NC(=S)NC(=O)c4cccs4)c3)nc2c1	-4%	7%	-6%	0.1%	-7%
CN1CC(=O)N2[C@H]3c4ccccc4OC[C@@H]3[C@H](c3ccccc3)[C@]2(C)C1=O	9%	8%	-10%	1.3%	x
O=C(NC(=S)Nc1cc([N+](=O)[O-])ccc1Cl)c1ccccc1	39%	2%	3%	0.2%	-3%
Cc1nnnn1/C(=C\c1ccccc1)C(=O)OCC(=O)NC1CCCCC1	22%	39%	-10%	5.3%	8%
CCOC(=O)C1CSC(CC(=O)Nc2ccc(OCC)cc2)C(=O)N1 (stereo not drawn)	1%	-3%	-3%	2.5%	-14%
O=C1NC(=S)N/C1=C\c1ccccc1OCc1ccc(C(=O)O)cc1	-2%	0%	-11%	1.4%	2%
CN1CCN(C(=O)CCNC(=O)Cn2ccc3ccccc3c2=O)CC1	-11%	-7%	11%	0.5%	7%
Cc1nc2c3ccccc3n(CC#N)c(=O)n2n1	5%	-3%	-7%	1.0%	-10%
Cc1ccc(NC(=O)CNc2ccc(Cl)cc2F)cc1	69%	4%	-7%	0.8%	4%
CCc1ccc(N(C(=O)C(F)(F)F)C(C(=O)NC2CCCCC2)c2ccncc2)cc1 (stereo not drawn)	6%	5%	-3%	i	2%
Clc1ccc2nc(-c3ccccn3)c(Nc3ccc4c(c3)OCO4)n2c1	u	u	5%	1.4%	-1%
CCn1c(C)nc2cc(C(=O)NNC(=S)NC(=O)c3ccc(OC)cc3)ccc21	51%	34%	3%	3.0%	-2%
COCCCNC(=O)C(=O)C1C(=O)Nc2ccccc21 (stereo not drawn)	8%	-1%	-1%	0.0%	-7%
C/C(NC(=O)c1cccs1)=C1\C(=O)C[C@@H]2[C@H]1C2(C)C	2%	3%	-7%	6.2%	1%
